Vif-APOBEC3G blk: Vif-A3G binding inhibition; Potency, µM (highest dose often 46.1 µM), without a hit: at the highest dose activity, negative = active, hits mostly inhibitors; HeLa A3G-eYFP + Vif (tagged APOBEC3G with the HIV-1 protein that degrades it), YFP fluorescence, overnight; hit rate 0.076% among 410,000; Q9HC16;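 note: potency is the fitted concentration of half-maximal effect; % is set by controls: 0 for no effect and ±100 for the full control effect; nearly all actives have a fitted effect of over 60% in size; hits raise eYFP signal because A3G escapes Vif-driven loss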
Target sequence (Q9HC16 whole entry, looked up): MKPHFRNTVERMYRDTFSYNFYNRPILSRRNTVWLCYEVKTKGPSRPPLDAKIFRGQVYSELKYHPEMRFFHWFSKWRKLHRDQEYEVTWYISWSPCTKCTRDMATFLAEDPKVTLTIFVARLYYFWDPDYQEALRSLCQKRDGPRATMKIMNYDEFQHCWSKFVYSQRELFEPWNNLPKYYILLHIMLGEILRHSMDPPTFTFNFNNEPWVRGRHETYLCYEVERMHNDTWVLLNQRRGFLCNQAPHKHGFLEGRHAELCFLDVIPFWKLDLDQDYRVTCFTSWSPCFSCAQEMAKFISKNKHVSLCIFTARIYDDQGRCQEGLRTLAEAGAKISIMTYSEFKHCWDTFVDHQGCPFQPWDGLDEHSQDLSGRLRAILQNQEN
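HeLa cells stably expressing Vif and C-terminally eYFP-tagged A3G, seeded overnight at 37 deg C, then exposed to compound by pintool overnight at 37 deg C. Rise in yellow fluorescence (Ex 488/Em 500-530, Acumen) marks blocked Vif-driven A3G degradation.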
GRP78 ERSR act: inducers of ER stress response in human glioma cells; U87-MG GRP78 promoter luciferase reporter, 16 h; Potency, µM, for the others: at the highest dose activation, most hits filed as activators; hit rate 0.02% among 420,000; AID 602332; note: potency is the fitted concentration of half-maximal effect; series mostly up to about 76 µM; % of control where 0% means no effect; nearly all actives have a fitted effect of over 35% in size
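Stably transfected U87-MG glioma cells carrying a GRP78-based luciferase sensor; 16 h compound incubation. Luminescence end-point read 10 min after Bright-Glo addition at room temperature.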
Vif-A3F inh: Vif-A3F binding inhibition. HeLa A3F-eYFP + Vif (tagged APOBEC3F with the HIV-1 protein that degrades it), YFP fluorescence increase. Potency, µM (highest dose often 46.1 µM), for inactives: top-dose activity, negative = active. hit rate 0.2% among 390,000; note: potency is the fitted concentration of half-maximal effect; % of control where 0% means no effect; nearly all actives have a fitted effect of over 65% in size
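HeLa cells stably expressing A3F-eYFP plus Vif, plated and incubated overnight at 37 deg C, then exposed to compounds overnight at 37 deg C. Blocked degradation read as raised yellow fluorescence (Ex 488/Em 500-530).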
D2 antag: antagonists of human D2 dopamine receptor; HEK293 TREx D2 cells, calcium flux, dopamine EC80; inhibition, % at 10 µM; hit rate 2% among 340,000; AID 485344; in the data active = inhibition above about 30%; note: 0% is about no effect
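Antagonism is scored as inhibition of an EC80 dopamine-evoked calcium signal in a force-coupled, tetracycline-inducible HEK293 T-REx D2 line, with compound present 180 s before agonist.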
ERG-DNA inh: inhibitors of human ERG Ets domain-DNA interaction; hit rate 0.028% among 370,000; Potency, µM (series often up to 76.9 µM), inactives show at the highest dose FP activity, negative = inhibition, most hits filed as inhibitors; AID 624246; P11308; fluorescence polarization, His-ERG Ets domain / labelled DNA; active = well fitted inhibition curve with a large enough effect in the polarisation, with a control signal flat; inconclusive = small, poorly fitted or top-dose-only effect, or effect the other way, or a change in a side signal; inactive = no such curve, though single readings can be large or run the other way; the % refers to the polarisation;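 note: polarization taken with two DNA probes labelled with fluorescein and Texas red; potency is the fitted concentration of half-maximal effect; % of control where 0% means no effect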
Target sequence (P11308 whole entry, looked up, the tested form may be a part): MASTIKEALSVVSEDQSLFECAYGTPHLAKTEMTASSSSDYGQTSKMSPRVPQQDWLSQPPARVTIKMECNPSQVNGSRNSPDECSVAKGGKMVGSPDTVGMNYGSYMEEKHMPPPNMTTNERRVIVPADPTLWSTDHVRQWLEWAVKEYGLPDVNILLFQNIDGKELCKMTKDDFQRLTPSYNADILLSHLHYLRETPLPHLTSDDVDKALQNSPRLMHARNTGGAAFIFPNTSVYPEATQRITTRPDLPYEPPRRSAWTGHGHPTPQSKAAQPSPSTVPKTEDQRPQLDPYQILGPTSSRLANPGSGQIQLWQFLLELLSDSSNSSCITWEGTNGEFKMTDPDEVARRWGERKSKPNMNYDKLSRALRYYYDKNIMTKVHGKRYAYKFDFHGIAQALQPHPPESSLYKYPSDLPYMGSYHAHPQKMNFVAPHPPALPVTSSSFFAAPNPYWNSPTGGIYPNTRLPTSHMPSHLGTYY
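His-tagged ERG Ets domain (1 uM in the protein solution; 300mM KCl, 50mM Tris-HCl, 1mM EDTA, 1mM DTT, pH 7.5) received compound, then a probe mix of 5 nM fluorescein-DNA and 100nM Texas-615-DNA. Fluorescence polarization was read for both dyes.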
LDHA block: LDHA (human) enzyme inhibition | P00338 | purified LDHA, NADH/diaphorase-resazurin fluorescence; active compounds read low | activity change, % (values are at about 110 or 230 µM) | hit rate 0.15% among 480,000 | AID 1347041; in the data active = activity change below about -30%; inconclusive = mostly about -25% to -30%;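 note: plate controls were DMSO wells for no effect and wells without enzyme for full effect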
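LDH5 2 nM; NADH 0.06 mM, pyruvate 0.2 mM; 200 mM Tris pH 7.4, EDTA, Tween-20; 5 min RT. Detection: diaphorase 0.133 mg/mL + resazurin 37 µM, fluorescence ex540/em590 at 0 and 20 min; normalized to enzyme-free and DMSO wells.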
RGS4 inh: blocks human RGS4-accelerated GTP hydrolysis; P49798; Potency, µM (series often up to 114 µM), without a hit: at the top dose activity change, negative = inhibition, most hits filed as inhibitors; hit rate 0.039% among 390,000; Transcreener GDP fluorescence polarization, RGS4-accelerated GTP hydrolysis; note: potency is the fitted concentration of half-maximal effect; % is set by controls: 0 for no effect and ±100 for the full control effect; nearly all actives have a fitted effect of over 75% in size; some results filed as inactive show a strong effect at the top dose
Target sequence (P49798 whole entry, looked up): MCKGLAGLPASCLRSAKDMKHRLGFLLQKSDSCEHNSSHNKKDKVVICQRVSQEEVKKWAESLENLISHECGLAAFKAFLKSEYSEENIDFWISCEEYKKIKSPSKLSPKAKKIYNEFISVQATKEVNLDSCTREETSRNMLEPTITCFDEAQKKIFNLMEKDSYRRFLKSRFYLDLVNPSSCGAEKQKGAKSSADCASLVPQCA
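MLSMR compounds (23 nl, pin-transferred) preincubated 10 min at room temperature with a 500nM (2x) first reagent, then RGS4 at 900nM (2x) plus Transcreener GDP mix added; fluorescence polarization (620/688 nm) read before and after 90 min at 30 °C.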
D2 agonist: D2 dopamine receptor (human) agonism; AID 485358; activation, % at 2 µM; HEK293 T-REx D2 cells, calcium flux agonist mode; hit rate 0.53% among 340,000; P14416;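 active = activation over 3 SD above normal in the single-dose calcium agonist read, cut at about 30% in these data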; note: 0% is about no effect
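HEK293 Trex D2 cells, tetracycline-induced, o/n 30 C 5% CO2; no-wash Ca dye, RT 30–90 min; 10-cycle baseline, 23 nl cpd added, kinetic Ca read 180 s; agonist hits = positive Ca response.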
12-LOX inh: blocks human arachidonate 12S-lipoxygenase | AID 1671190 | Potency, µM (highest dose often 108 µM), for the others: top-dose activity change, negative = inhibition, hits mostly inhibitors | P18054 | purified 12hLO, xylenol orange hydroperoxide absorbance | hit rate 1.1% among 580,000; note: potency is the fitted concentration of half-maximal effect; % is set by controls: 0 for no effect and ±100 for the full control effect
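Purified human 12hLO at 150 nM in 25 mM Hepes, 0.01% Triton X-100, pH 7.0, preincubated 15 min at room temperature with compound. Reaction started with 40 uM arachidonic acid, 30 min at room temperature. Hydroperoxide measured by Fe-xylenol orange, 573/405 nm absorbance ratio.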
Starred values were filed as active, the others as inactive; ? = inconclusive; nt = not tested or not shown; & = joins results of further samples; [ ] = dose if it differs, or a comment. Unless noted, calls come from the whole dose curve; as a rule, active = well fitted curve in the direction sought with a large enough effect; inconclusive = small, poorly fitted or top-dose-only effect, or another doubt; inactive = no such curve, though single readings can be large; an effect the other way counts as inactive or inconclusive. Only part of the results is shown (hit frequency here may not be typical).

SMILES	Vif-APOBEC3G blk	GRP78 ERSR act	Vif-A3F inh	D2 antag	ERG-DNA inh	LDHA block	RGS4 inh	D2 agonist	12-LOX inh
COCC(=O)N(Cc1cc2cccc(C)c2[nH]c1=O)c1ccccc1	-10%	-6%	1%	10	10%	-3	-7%	0.2	24%
CC(=O)Nc1ccc(S(=O)(=O)NCc2nc(-c3ccc(C)cc3)no2)cc1	-2%	-1%	-11%	8	2%	0	-13%	0.6	29%
CN(C)S(=O)(=O)c1cccc(COC(=O)CN2CCCCCC2=O)c1	0%	-1%	1%	11	-3%	-7	4%	4.5	-2%
COc1ccccc1OCc1ccc(C(=O)N2CCN(C)CC2)o1	-1%	-2%	-27%	-14	-10%	-8	-5%	-0.3	6%
O=C(NN1C(=O)/C(=C/c2cccs2)SC1=S)c1cccnc1	0%	-2%	-17%	4	4%	-5	-31%	-0.8	0%
CC(=O)SC(C)CC(=O)Nc1ccccc1 (configuration not stated)	0%	-2%	8%	16	4%	0	-4%	2.0	0%[57.4 µM]
CCc1ccc(NC(=O)Nc2c(C)n(C)n(-c3ccccc3)c2=O)cc1	0%	-2%	9%	-4	3%	0	-12%	5.0	-1%
COc1ccc2nc(SCC(=O)/C(C#N)=C(\C)N)[nH]c2c1	0%	-7%	4%	-12	11%	0	-13%	0.4	0%
Cc1csc2c(=O)sc(NC(=O)c3ccc(F)cc3Cl)nc12	4%	-3%	3%	-12	6%	-10	-15%	-0.6	26%
COc1cccc(NC(=O)Nc2nc(-c3ccc(OC)c(OC)c3)cs2)c1	?	-18%	-13%	7	6%	-4	24%	4.2	-18%
Cc1ccc(NC(=O)CN(C)C(=O)CSc2ccc3c(c2)OCCO3)cc1	-6%	3%	-1%	1	-3%	-3	-12%	0.2	?
O=C(CN1C(=O)C(=O)c2ccccc21)c1ccc(Cl)cc1	11%	6%	-15%	0	-7%	0	-20%	0.0	12%
Cn1c(=O)n(C)c2cc(N3CCOCC3)c(NS(=O)(=O)c3ccc(Cl)cc3)cc21	-3%	-1%	-4%	nt	3%	8	-17%	0.4	3%
O=C(/C=C/c1ccc(Br)cc1)NC(=S)N1CCOCC1	0%	7%	-16%	0	-3%	-1	-31%	-0.7	?
Cc1cc(C(=O)N/N=C/c2ccc[nH]2)no1	2%	8%	0%	-3	22%	-5	7%	0.3	-5%
O=C(O)/C=C/c1cn(Cc2ccccc2)nc1-c1cccs1	0%	3%	-4%	9	5%	-10	8%	4.5	18%
O=C(COC(=O)c1ccc(OC(F)(F)F)cc1)Nc1ncccn1	0%	-4%	7%	nt	0%	-1	-8%	nt	-7%
CCCC1(C(=O)O)NC(c2ccccc2O)C2C(=O)N(Cc3ccccc3)C(=O)C21 (configuration not stated)	-1%	-3%	-2%	15	11%	-6	5%	0.2	-9%
COC(=O)CCC(=O)Nc1nnc(C(F)(F)F)s1	1%	-3%	0%	-18	-6%	-18	13%	-1.9	27%
Cc1ccc(NC(=O)C2CC(=O)NC(N3CCCCC3)=N2)cc1Cl (configuration not stated)	0%	-3%	3%	71*	-2%	-4	8%	-0.6	4%
CCOC(=O)c1ccc(NC(=O)c2cn(CCC#N)nc2-c2ccc3c(c2)OCCO3)cc1	0%	-4%	-12%	18	2%	-1	-28%	-0.2	-6%
COC(=O)c1ccc2nc(NC(=O)CCS(=O)(=O)c3ccccc3)sc2c1	-13%	-2%	0%	5	9%	-2	17%	1.0	nt
Cc1ccc(NC(=O)c2c(C)oc3ncn(C)c(=O)c23)cc1F	-6%	-2%	-4%	nt	0%	-2	-5%	0.5	-11%
Cc1ccc(OCCSc2nc(-c3ccccc3C)nc3cc(=O)[nH]n23)cc1Cl	-2%	1%	-4%	nt	5%	-3	-21%	1.5	-9%
O=C(Nc1nnc(N2CCCCCC2)s1)c1cc(-c2ccc(Br)cc2)on1	-4%	-3%	-11%	6	0%	0	9%	0.3	27%

(cont.)
SMILES	Vif-APOBEC3G blk	GRP78 ERSR act	Vif-A3F inh	D2 antag	ERG-DNA inh	LDHA block	RGS4 inh	D2 agonist	12-LOX inh
CCOC(=O)c1nn(-c2ccccc2)c(=O)cc1SC1CCCCC1	1%	2%	4%	-1	14%	1	-2%	0.5	?
O=C(NCCCO)C(=O)NCc1ccncc1	-3%	-2%	0%	0	-1%	0	-17%	0.2	-12%
Cc1ccc(S(=O)(=O)/N=C(/Nc2ccc(F)cc2F)c2ccc(F)cc2)cc1	0%	-6%	-5%	-5	5%	-11	29%	0.1	7%
O=C(CN(C(=O)c1csnn1)c1ccccc1)NCCc1ccccc1	1%	0%	-2%	-5	11%	-3	-2%	0.0	?
Cn1cc(S(=O)(=O)Nc2ccc(Oc3ccccc3)cc2)c(=O)n(C)c1=O	-1%	-4%	-14%	-4	-5%	-6	-5%	0.1	0%
CCCCNCc1cccn1-c1ccccc1	-1%	-4%	-20%	10	-2%	-13	-17%	0.6	?
CCOC(=O)C1=C(C)N=C2SCCC(=O)N2[C@@H]1c1cccs1	0%	-4%	14%	nt	-7%	-9	-10%	nt	87%[activator]
CC(NC(=O)c1ccc(CS(C)(=O)=O)cc1)c1ccc(-n2ccnc2)cc1 (configuration not stated)	0%	-4%	2%	-4	3%	-4	-22%	0.2	60%[activator]
CCOc1ccccc1C(=O)NCC(=O)N(C)CC(=O)Nc1ccc(N2CCOCC2)cc1	-5%	-4%	0%	nt	nt	-7	nt	nt	10%
Cc1ccc(/C=N/NC(=O)CSc2nc3ccccc3n2C)s1	-27%	-3%	4%	nt	-1%	-5	-23%	nt	-22%
Cn1nnc2cc(C(=O)Nc3ccccc3F)ccc21	-1%	-2%	6%	-2	1%	-6	7%	1.1	-5%
CCOc1cc(CNCc2ccncc2)cc(Br)c1OCc1ccc(F)cc1	0%	-4%	2%	-8	14%	2	5%	0.3	-21%
Cc1ccc(-c2csc(NC(=O)C3=COCCO3)n2)cc1	-1%	8%	-5%	26	-1%	-3	-5%	-1.2	?
Cc1ccc(S(=O)(=O)Oc2ccc(/C=C(/NC(=O)c3ccccc3)C(=O)NC(C)C(=O)O)cc2)cc1 (configuration not stated)	0%	-3%	-11%	-12	5%	-9	7%	0.1	-14%
O=C(N/N=C/c1ccc(Cl)cc1Cl)c1cccc(N2CCCC2=O)c1	0%	6%	-14%	14	-3%	-8	4%	-0.5	6%
CCCCN1C(=O)c2cccc3cc(O)cc(c23)C1=O	-12%	1%	1.3µM*	nt	1%	0	-10%	nt	?
Cc1ncc([N+](=O)[O-])n1Cc1cccc2ccccc12	0%	-1%	-15%	9	13%	-4	-5%	-2.3	3%
OC1CCCN(CC(O)COc2ccc(-c3ccccc3)cc2)C1 (configuration not stated)	1%	1%	-13%	nt	8%	-3	1%	nt	-18%
COc1ccc(CN2CCNC(=O)C2CC(=O)NCCN2CCCCC2=O)c(F)c1 (configuration not stated)	-5%	-5%	?	-8	13%	2	-10%	0.7	-8%
O=C1c2cccc3cccc(c23)C(=O)N1CCN1CCN(C(=S)Nc2ccccc2)CC1	6%	-5%	7%	0	-3%	-2	-15%	-0.9	-8%
Cc1ccc(C)c(NC(=O)CCCn2nc(C)c3sc4ccccc4c3c2=O)c1	3%	-3%	-5%	nt	-4%	1	-27%	0.2	-8%
COC(=O)[C@H](Cc1ccccc1)NC(=O)NCc1ccc(C)cc1	0%	6%	6%	-2	1%	-12	25%	0.0	-15%
CCc1ccc(CN(C)C(=O)c2cc(COc3cc(C)c(Cl)c(C)c3)on2)nc1	7%	5%	7%	16	1%	0	-15%	1.3	-14%
CC(C)(C)Cc1c(-c2ccc(C#N)cc2)nc2c(Cl)cc(C(F)(F)F)cn12	-4%	-4%	nt	nt	nt	-9	nt	nt	-20%
O=C(NC(NC(=S)Nc1ccccc1C(=O)O)C(Cl)(Cl)Cl)c1ccco1 (configuration not stated)	-4%	-1%	-5%	12	nt	-3	-23%	0.2	?

(listing goes on)
SMILES	Vif-APOBEC3G blk	GRP78 ERSR act	Vif-A3F inh	D2 antag	ERG-DNA inh	LDHA block	RGS4 inh	D2 agonist	12-LOX inh
Cc1ccc(NC(=O)CN2C(=O)C(c3ccccc3)=NC23CCCCC3)cc1C	nt	nt	nt	nt	-1%	-2&-6	-10%	-0.1	-16%&-21%
O=C(Cc1c(O)c2ccccc2[nH]c1=O)NC1CCCCCCC1	1%	-1%	2%	nt	3%	-6	-23%	nt	?
C=C(C)C(=O)Nc1nnc(-c2ccccc2C)s1	-25%	2%	8%	52*	0%	-9	13%	-0.4	-16%
CCn1c(CC(=O)Nc2ccc(F)cc2)nnc1SCC(=O)NC1=NCCS1	1%	-5%	8%	9	14%	-2	-3%	-0.7	-17%
Cc1cccc(NC(=O)CN(C)S(=O)(=O)c2ccc(-c3ccc(=O)[nH]n3)s2)c1C	0%	2%	1%	14	8%	-12	-13%[56.9 µM]	3.8	19%
COC(=O)C(C(=O)OC)C(C)C(C(=O)OC)C(=O)OC	0%	-1%	-2%	7	5%	0	7%	-0.5	?
O=C(NCc1ccco1)c1ccc(CNc2c(N3CCCCC3)c(=O)c2=O)cc1	1%	-1%	-3%	23	13%	-5	-9%	0.1	0%
Cc1cc(C)c(S(=O)(=O)c2c(C)cccc2C)c(Cl)n1	-3%	-3%	-24%	11	7%	-6	38%	-0.5	-2%

Source: PubChem
